# High-throughput results from PubChem BioAssay.
# BLM helicase inh: qHTS Assay for Inhibitors of Bloom's syndrome helicase (BLM); recombinant BLM DNA unwinding, fluorescence dequenching; actives 0.2% (n = 350,000); Potency, µM (top dose mostly 56.1 µM), without a hit: top-dose activity change, negative = inhibition, hits mostly inhibitors; AID 2528, 2010;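 further: plate controls were vehicle for no effect and no enzyme for full effect; nearly all actives have a fitted effect of over 35% in size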
# POLB inh: qHTS Assay for Inhibitors of DNA Polymerase Beta; actives 1.3% (n = 340,000); Pol beta primer extension/strand displacement, fluorescence kinetic; Potency, µM (titrated, usually from 114 µM), for the others: at the top dose activity change, negative = inhibition, usual class: inhibitors; further: on the % scale 0 is the no-effect control and ±100 the full control effect
#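 Human Pol beta at 10 nM; strand-displacement substrate 50 nM final. Compound exposure 15 min at room temperature before start, reaction 10 min at room temperature.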
# POLI inh: qHTS for Inhibitors of Polymerase Iota. Pol iota fluorescent replication assay, 10 min. actives 1% (n = 390,000). Potency, µM (top dose mostly 115 µM), without a hit: top-dose activity, negative = inhibition, actives largely listed as inhibitors
# Target sequence (Q9UNA4 whole entry, looked up): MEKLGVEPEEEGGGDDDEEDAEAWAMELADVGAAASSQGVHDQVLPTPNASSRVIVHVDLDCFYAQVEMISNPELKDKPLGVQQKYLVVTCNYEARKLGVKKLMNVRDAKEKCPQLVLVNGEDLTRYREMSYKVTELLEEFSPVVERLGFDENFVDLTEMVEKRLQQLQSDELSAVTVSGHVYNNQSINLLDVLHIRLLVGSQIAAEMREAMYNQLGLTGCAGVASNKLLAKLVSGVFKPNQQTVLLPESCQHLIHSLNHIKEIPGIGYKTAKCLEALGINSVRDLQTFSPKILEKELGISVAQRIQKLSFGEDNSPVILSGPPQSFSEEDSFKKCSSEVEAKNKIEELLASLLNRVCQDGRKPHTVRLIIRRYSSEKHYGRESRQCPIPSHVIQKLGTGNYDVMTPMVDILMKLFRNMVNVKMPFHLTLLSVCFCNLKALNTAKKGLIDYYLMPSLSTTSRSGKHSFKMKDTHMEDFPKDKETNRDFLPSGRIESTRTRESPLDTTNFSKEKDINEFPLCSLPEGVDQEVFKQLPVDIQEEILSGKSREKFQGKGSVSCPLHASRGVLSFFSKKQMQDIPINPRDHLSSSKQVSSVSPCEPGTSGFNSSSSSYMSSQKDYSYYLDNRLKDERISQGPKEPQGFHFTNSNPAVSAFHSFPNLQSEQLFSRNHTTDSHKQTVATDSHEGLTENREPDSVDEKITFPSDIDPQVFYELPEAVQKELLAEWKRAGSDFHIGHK
#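 Pol iota at 10 nM preincubated 15 min with compounds at room temperature; reaction started with fluorescent substrate, 50 nM final. Fluorescence read kinetically at 0 and 10 min; buffer-only wells as negative control.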
# APE1 inh: qHTS Assay for Inhibitors of the Human Apurinic/apyrimidinic Endonuclease 1 (APE1). DNA repair nuclease/redox regulator APEX1 (Homo sapiens), P27695. recombinant APE1, TAMRA/BHQ-2 abasic DNA cleavage fluorescence. Potency, µM (titrated, usually from 65.8 µM), inactives show top-dose activity change, negative = inhibition, most hits filed as inhibitors. actives 0.35% (n = 350,000). AID 2517, 2012;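 further: plate controls were vehicle for no effect and reference inhibitor for full effect; nearly all actives have a fitted effect of over 55% in size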
# Target sequence (P27695 whole entry, looked up): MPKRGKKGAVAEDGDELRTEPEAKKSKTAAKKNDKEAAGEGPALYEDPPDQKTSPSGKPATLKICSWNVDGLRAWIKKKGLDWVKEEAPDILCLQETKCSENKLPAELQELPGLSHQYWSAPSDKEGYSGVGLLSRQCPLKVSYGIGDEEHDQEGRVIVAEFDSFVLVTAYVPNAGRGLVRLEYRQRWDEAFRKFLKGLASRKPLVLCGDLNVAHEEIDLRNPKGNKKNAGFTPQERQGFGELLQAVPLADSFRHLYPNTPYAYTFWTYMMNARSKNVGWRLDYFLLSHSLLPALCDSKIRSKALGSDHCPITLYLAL
#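 Compound pre-exposure to 0.75 nM APE1, 15 min at ambient temperature. Reaction initiated with 50 nM TAMRA/BHQ-2 THF substrate, read immediately in kinetic mode, 525 nm excitation, 598 nm emission.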
# JMJD2A Tudor inh: qHTS Assay for Inhibitors of JMJD2A-Tudor Domain | Lysine-specific demethylase 4A (Homo sapiens), O75164 | actives 4.4% (n = 390,000) | Potency, µM (series often up to 114 µM), inactives show top-dose activity change, negative = inhibition, hits mostly inhibitors | AlphaScreen JMJD2A-Tudor / H3K4me3 peptide binding; further: on the % scale 0 is the no-effect control and ±100 the full control effect; nearly all actives have a fitted effect of over 50% in size
# Pol eta inh: qHTS for Inhibitors of Polymerase Eta. DNA polymerase eta (Homo sapiens), Q9Y253. recombinant Pol eta, fluorescent DNA replication assay. Potency, µM (top dose mostly 114 µM), for the others: top-dose activity change, negative = inhibition, hits mostly inhibitors. actives 1.2% (n = 390,000); further: on the % scale 0 is the no-effect control and ±100 the full control effect
#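 Pol eta (10 nM) was preincubated with compounds for 15 min at room temperature, after which fluorescent replication substrate (50 nM final) was added to start the reaction. Fluorescence was read kinetically at 0 and 10 min.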
# BAZ2B block: qHTS Assay for Inhibitors of BAZ2B; AlphaScreen BAZ2B-H3K14Ac peptide displacement; Bromodomain adjacent to zinc finger domain protein 2B (Homo sapiens), Q9UIF8; actives 4.4% (n = 360,000); Potency, µM (series often up to 114 µM), for inactives: top-dose activity change, negative = inhibition, usual class: inhibitors; further: on the % scale 0 is the no-effect control and ±100 the full control effect; nearly all actives have a fitted effect of over 60% in size
#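 AlphaScreen luminescence quantifies BAZ2B engagement of H3K14Ac peptide; the protein and biotinylated peptide are both at 50 nM final, buffer PBS pH 7.4 with 0.01% Tween-20, all steps at room temperature.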
# G9a inh: qHTS Assay for Inhibitors of Histone Lysine Methyltransferase G9a; Histone-lysine N-methyltransferase EHMT2 (Homo sapiens), Q96KQ7; G9a H3K9 monomethylation, AlphaScreen, 2 h; Potency, µM (doses to about 102 µM), inactives show at the top dose activity, negative = inhibition, most hits filed as inhibitors; actives 8.8% (n = 350,000); further: on the % scale 0 is the no-effect control and ±100 the full control effect; nearly all actives have a fitted effect of over 75% in size
#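 Readings reflect AlphaScreen signal from monomethyl-H3K9 antibody detection. HMT at 20 nM; substrate b-H3K9 500 nM; cofactor SAM 20 uM; 2 h RT reaction; compounds tested as titrations in qHTS with 15 min preincubation.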
# POLK inh: qHTS for Inhibitors of Polymerase Kappa; purified Pol kappa, fluorescent DNA synthesis assay, 10 min; Potency, µM (doses to about 107 µM), for the others: at the top dose activity, negative = inhibition, usual class: inhibitors; actives 0.53% (n = 400,000); further: on the % scale 0 is the no-effect control and ±100 the full control effect
#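 Activity was followed as the change in fluorescence between reads at 0 and 10 min after starting the reaction with 50 nM substrate. Beforehand, 10 nM polymerase had been preincubated with compound for 15 min at room temperature.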
# * = called active by the depositor; ? = inconclusive; · = no result given; [ ] = another dose, or the depositor's remark. The call rests on the fitted dose curve; in most records, active means well fitted curve in the direction sought with a large enough effect; inconclusive means small, poorly fitted or top-dose-only effect, or another doubt; inactive means no such curve, though single readings can be large; an effect the other way counts as inactive or inconclusive. Potency means the concentration at half of the fitted maximal effect.
item	SMILES	G9a inh	JMJD2A Tudor inh	Pol eta inh	POLB inh	BLM helicase inh	APE1 inh	POLK inh	POLI inh	BAZ2B block
1	Cc1c(NC(=O)C2CCCN2S(=O)(=O)c2ccccc2)c(=O)n(-c2ccccc2)n1C (stereo not given)	-7%[59 µM]	-2%	-9%	-1%	1%	5%	-17%	2%	-33%
2	COC(=O)c1ccc(C)c(NC(=O)CCSc2ccccc2)c1	-8%	0%[11.4 µM]	6%	2%	-5%	-4%	0%	?	13%
3	O=C1CSCc2nc3ccccc3n21	·	20µM*	-23%	·	·	·	-1%	3%	·
4	CC(C)C(C(=O)Nc1ccc2c(c1)OCO2)N1C(=O)c2ccccc2C1=O (stereo not given)	-28%[59 µM]	-20%	-11%	-16%	-7%	-4%	-12%	7%	-12%
5	C=CCn1c(SCC(=O)Nc2nc(C)cs2)nnc1C(CO)NC(=O)c1ccccc1 (stereo not given)	?	-16%	7%	?	-2%	5%	-3%	-1%	-2%
6	Cc1ccc(NC(=O)C2CCN(S(C)(=O)=O)CC2)cc1	20%	-4%	-11%	-2%	-4%	3%	3%	2%	-1%[57.1 µM]
7	CCCCOc1ccc(NC(=O)CSc2ccc(C(=O)O)cn2)cc1	-3%[59 µM]	-4%	-13%	-10%	0%	·	13%	15%	0%
8	CCn1cc(C(=O)O)c(=O)c2cnc(N3CCN(C(=S)NC(=O)c4ccc(F)c(F)c4)CC3)nc21	?	-1%	-1%	24%	-6%	17%	-3%	28%	-2%
9	COc1cc(OC)c(NC(=O)C(=O)CC(=O)c2ccc(C)cc2C)cc1Cl	7%[59 µM]	-17%	-9%	19%	-6%	-3%	-17%	-21%	-28%
10	Cc1nn(-c2ccccc2)nc1C(=O)NNC(=O)c1cccc2ccccc12	2%	-19%	7%	1%	-6%	?	-9%	-5%	-5%
11	Cc1cc(C)cc(NC(=O)Cn2nnc(C(=O)NCc3ccc(F)cc3)c2N)c1	0%[59 µM]	10µM*	8%	?	-5%	-1%	-7%	?	-14%
12	CCN(CC)c1nc2c(c(=O)[nH]c(=O)n2C)n1CCCc1ccccc1	16%	-20%	-6%	25%	-5%	27%	-2%	5%	-8%
13	COc1ccc(Cl)cc1NC(=O)CN1CCC(n2nnc3cc(C)ccc32)CC1	-7%[12.7 µM]	-25%	-14%	1%	-4%	-6%	-6%	16%	-10%
14	CC(C)(Oc1ccc(Cl)cc1)C(=O)NCC1CCCO1 (stereo not given)	-3%	-6%	-5%	·	·	6%	-7%	29%	8%
15	CCCOc1ccc(C2c3c(oc4cc(C)c(C)cc4c3=O)C(=O)N2CCCN(C)C)cc1OCC (stereo not given)	?	-14%	-16%	11%	6%	14%	13%	17%	-11%
16	CCN1C(=O)/C(=C2/C=Cc3ccccc3N2CC)SC1=S	13µM*	11µM*	-24%	25%	-4%	4%	-1%	22%	7.9µM*
17	O=C(COc1ccc(Cl)cc1)Nc1ccccc1C(=O)NCc1ccco1	0%[12.7 µM]	-15%	1%	-16%	-6%	-11%	-3%	15%	-3%
18	CCCCc1nn2c(=O)cc(COC(=O)c3ccc(NC(=O)c4cccc(OC)c4)cc3)nc2s1	-21%[59 µM]	-17%	-3%	1%	-3%	·	-15%[60.1 µM]	?	-7%
19	CCC(C(=O)Nc1cc(C(=O)O)ccc1C)c1ccccc1 (stereo not given)	-5%	-4%	-17%	19%	-1%	-9%	4%	4%	-19%
20	N#Cc1c(C(F)(F)F)cc(-c2cccs2)nc1SCc1ccc(F)cc1	21%[59 µM]	4%	-19%	0%	1%	·	8%	26%	4%

# Additional structures:
item	SMILES	G9a inh	JMJD2A Tudor inh	Pol eta inh	POLB inh	BLM helicase inh	APE1 inh	POLK inh	POLI inh	BAZ2B block
21	CN1CCN(c2ccc(-c3ccc4ccccc4n3)cc2)CC1	-43%	8%	-18%	20%	-3%	6%	-9%	40%[activator]	-12%
22	COC(=O)C1CCN(C(=O)c2ccc(Cl)c(S(=O)(=O)NCc3cccnc3)c2)CC1	8%[12.7 µM]	-14%	-6%	0%	1%	1%	-4%	1%	0%
23	Cc1ccc(C(=O)N2[C@@H]3CN(C)C(=O)[C@@]2(C)[C@H]2C(=O)N(C)C(=O)[C@@H]32)cc1	·	-20%	-18%	·	·	·	-2%	28%	·
24	O=C(O)CNC(=O)/C=C/c1c(Cl)cccc1Cl	-16%	-22%	0%	?	0%	-1%	-3%	12%	-17%
25	CCOC(=O)N1CCN(S(=O)(=O)c2cc(OCC(=O)NC3CCCCC3)c(C)cc2Cl)CC1	2%	4%	-12%	-1%	-3%	-4%	-10%	-3%	-5%
26	O=C(O)CC1c2ccccc2CCN1S(=O)(=O)c1ccc(F)cc1 (stereo not given)	16%	-7%	-18%	21%	2%	1%	-1%	49%[activator]	-20%
27	CN1CCCC(OC(=O)CCCC(=O)OC2CCCN(C)C2)C1 (stereo not given)	-14%[0.0925 µM]	-3%	-12%	25%	-9%	-13%	-1%	3%	-5%
28	CCCNC(=O)NC(=O)CN1C(=O)NC(C)(c2ccc(C)cc2)C1=O (stereo not given)	2%[59 µM]	-21%	-9%	11%	-5%	-4%	-4%	6%	-3%
29	Cc1ccc(C)c2c1N(Cc1ccccc1)C(=O)C21OCCO1	·	-12%	-17%	11%	-1%	-2%	-11%	8%	4%
30	Cc1cn(C2CC3OCC(NC(=O)C4CCCN4C(=O)OC(C)(C)C)C3O2)c(=O)[nH]c1=O (stereo not given)	·	-13%	·	·	-2%	-4%	-1%	8%	·
31	COC(=O)c1c(C)[nH]c(/C=N/Nc2ccccc2)c1C	25µM*	?	5%	-7%	-3%	0%	-10%	-6%	?
32	CCOc1ccccc1NC(=O)CSc1cn[nH]n1	?	-21%	-8%	·	·	17%	-4%	2%	4%
33	COc1ccccc1S(=O)(=O)Cc1ccc(C(=O)NCc2cccs2)o1	9%[59 µM]	24%	-2%	22%	1%	9%	2%	21%	-8%
34	CC(C)(C)c1nnc(NC(=O)c2cc(-c3ccccc3)nc3ccccc23)s1	?	-33%	5%	-27%	-10%	2%	-14%	-8%	-35%
35	CCCCc1c(O)nc(SCCN(C)C)n(-c2ccccc2)c1=O	37%[12.7 µM]	-23%	-3%	10%	0%	-3%	-3%	-3%	-3%
36	CC(O)c1n(C)c(Cl)c[n+]1C (stereo not given)	11µM*	?	-15%	24%	-2%	4%	-17%	47%[activator]	1%
37	CC(C)(C)[C@@H]1COC(=O)[C@H](Cc2ccc(F)cc2)CC/C=C\C[C@H](CC(=O)N(CCO)Cc2ccccc2)C(=O)N1	·	-23%	-17%	·	·	30%	10%	20%	·
38	CN(CCOc1ccccc1)C(=S)Nc1ccc(OC(F)F)cc1	55%[activator]	12%	-24%	20%	-11%	-8%	4%	35%[activator]	2%
39	CCOC(=O)c1cc(NC(=O)C2CCCO2)cc(C(=O)OCC)c1 (stereo not given)	-1%	1%	-16%	13%	-3%	0%	4%	7%[58.9 µM]	5%
40	COc1ccc(S(=O)(=O)N2CCOCC2)cc1NC(=O)Cc1ccccc1Cl	15%[59 µM]	11%	-25%	14%	1%	13%	-17%	22%	2%

# More structures.
item	SMILES	G9a inh	JMJD2A Tudor inh	Pol eta inh	POLB inh	BLM helicase inh	APE1 inh	POLK inh	POLI inh	BAZ2B block
41	C#Cc1ccc([C@@H]2C=C(C(=O)OCC=C)O[C@H](OCC)[C@H]2CCCO)cc1	32%[59 µM]	-5%	-20%	9%	4%	0%	2%	-12%	-9%
42	Cc1cccc(OCC(=O)N2CCN(C(=O)c3ccco3)CC2)c1	3%	-23%	-15%	5%	1%	0%	-8%[60.1 µM]	46%[activator]	-10%
43	Nc1ccc(S(=O)(=O)Nc2ccc(S(N)(=O)=O)cc2)cc1	13%[2.33 µM]	-6%	2%	28%	0%	-6%	-7%	-21%	7%
44	CN(C)S(=O)(=O)c1cc(NC(=O)COC(=O)C2CSC3(C)CCC(=O)N23)ccc1Cl (stereo not given)	-7%	-18%	-8%	10%	2%	0%	-20%	20%	-24%
45	CCOC(=O)c1[nH]cnc1C(=O)N1CCN(C(=O)OC(C)(C)C)CC1	-3%[0.501 µM]	-10%	-10%	·	·	4%	-25%	-7%	7%
46	Cc1ccc(CC(NC(=O)c2ccc(C)cc2)C(=O)O)cc1 (stereo not given)	·	-4%	-2%	·	·	-5%	-5%	-7%	·
47	Cc1ccc(N2CC(NC(=O)c3ccco3)CC2=O)cc1C (stereo not given)	1%[59 µM]	-4%	-5%	0%	0%	·	-8%[60.1 µM]	15%	0%
48	C=C/C(C)=C/C[C@H]1C(=C)CCC2[C@](C)(C(=O)O)CCC[C@@]21C (stereo not given in full)	-12%[12.7 µM]	?	8.9µM*	·	·	16%	?	?	?
49	O=C(CSc1n[nH]c(=O)[nH]c1=O)Nc1c(Cl)cc(Cl)cc1Cl	·	-2%	-6%	·	·	9%	?	-5%	·
50	Cc1c(S(=O)(=O)N2CCC(C)CC2)c(=O)n(C)c(=O)n1C	-30%	-13%	-7%	·	·	-13%	2%	2%	-7%
51	CCOc1ccc(OCCCC(=O)NNC(=O)c2ccncc2)cc1	-2%	-13%	-11%	·	·	7%	-6%	13%	12%

# Only part of the results is shown; count on the stated rates, not on these rows.
